NALP3 yeast inh – NALP3 inflammasome inhibitors in reconstituted yeast, primary screen, luminescence, uHTS; inhibition, % at 10 µM; hit rate 0.39% among 330,000; Yeast reconstituted NLRP3/ASC/caspase-1, beta-gal luminescence, 24 h;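 active means inhibition of 50% or more; inactive means inhibition below 50%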;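 further: plate controls were induced DMSO wells for no effect and uninduced yeast grown without galactose for full effect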
PfG6PD inh – PfG6PD enzyme inhibitors, primary screen, biochemical, fluorescence intensity, uHTS; glucose-6-phosphate dehydrogenase-6-phosphogluconolactonase (Plasmodium falciparum 3D7); PfGluPho enzyme, NADPH resazurin-diaphorase fluorescence; inhibition, % at 20 µM; hit rate 0.78% among 350,000; AID 504690, 2011;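 active means inhibition reaching at least a set limit at 20 µM in the primary screen, cut at about 59% in these data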;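 further: 0% = DMSO wells with substrate and 100% = DMSO wells lacking glucose-6-phosphate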
SENP7 block – SENP7 protease inhibitors, primary screen, biochemical, luminescence, uHTS | Sentrin-specific protease 7 (Homo sapiens), Q9BQF6 | recombinant SENP7, Z-RLRGG-aminoluciferin luminescence, 40 min | inhibition, % at 5 µM | hit rate 1.5% among 330,000 | AID 434973, 2010;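 active means inhibition above about 50% at the single test dose, limit read from the data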;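 further: plate controls were DMSO with enzyme for no effect and no enzyme buffer wells for full effect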
Target sequence (Q9BQF6 706-1050 limits assumed): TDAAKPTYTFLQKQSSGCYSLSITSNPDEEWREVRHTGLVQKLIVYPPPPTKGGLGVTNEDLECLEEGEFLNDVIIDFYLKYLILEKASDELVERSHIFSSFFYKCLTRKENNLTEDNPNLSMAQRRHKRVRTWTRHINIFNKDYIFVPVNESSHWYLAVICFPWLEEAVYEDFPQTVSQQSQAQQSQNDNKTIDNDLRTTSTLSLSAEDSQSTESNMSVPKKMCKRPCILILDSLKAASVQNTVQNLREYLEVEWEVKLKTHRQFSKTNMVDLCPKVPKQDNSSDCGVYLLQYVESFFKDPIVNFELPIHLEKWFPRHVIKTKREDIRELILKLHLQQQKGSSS
SENP1 inh – human SENP1 catalytic domain inhibitors, primary screen, biochemical, FRET, uHTS; Sentrin-specific protease 1 (Homo sapiens), Q9P0U3; recombinant SENP1 catalytic domain, CyPet-SUMO1-YPet FRET cleavage; hit rate 0.21% among 360,000; inhibition, % at 10 µM;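 active means inhibition at least 30% at 10 µM, raw YFP signal under a set limit, fluorescence ratio 0.5 to 1.5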;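 further: 0% = enzyme with DMSO and 100% = no enzyme wells; some results filed as inactive read as strong as hits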
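material = recombinant human SENP1 catalytic domain, His6-tagged | quantity = 20 pM enzyme | reagent = 25 nM SUMO1 FRET substrate | compound dosing = 10 µM single point, 0.5% DMSO | timing = 50 min enzyme reaction, room temperature, light-protected | detection = FRET, CFP and YFP emission | control set = no-enzyme low, enzyme-DMSO high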
SENP6 inh – SENP6 protease inhibitors, primary screen, biochemical, luminescence, uHTS; Recombinant SENP6 catalytic domain, aminoluciferin luminescence; inhibition, % at 10 µM; hit rate 1.8% among 330,000;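 active means inhibition above about 50% at the single tested dose, limit read from the data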;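 further: plate controls were DMSO wells with enzyme for no effect and DMSO wells lacking enzyme for full effect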
Target sequence (Q9GZR1 628-1112 limits assumed): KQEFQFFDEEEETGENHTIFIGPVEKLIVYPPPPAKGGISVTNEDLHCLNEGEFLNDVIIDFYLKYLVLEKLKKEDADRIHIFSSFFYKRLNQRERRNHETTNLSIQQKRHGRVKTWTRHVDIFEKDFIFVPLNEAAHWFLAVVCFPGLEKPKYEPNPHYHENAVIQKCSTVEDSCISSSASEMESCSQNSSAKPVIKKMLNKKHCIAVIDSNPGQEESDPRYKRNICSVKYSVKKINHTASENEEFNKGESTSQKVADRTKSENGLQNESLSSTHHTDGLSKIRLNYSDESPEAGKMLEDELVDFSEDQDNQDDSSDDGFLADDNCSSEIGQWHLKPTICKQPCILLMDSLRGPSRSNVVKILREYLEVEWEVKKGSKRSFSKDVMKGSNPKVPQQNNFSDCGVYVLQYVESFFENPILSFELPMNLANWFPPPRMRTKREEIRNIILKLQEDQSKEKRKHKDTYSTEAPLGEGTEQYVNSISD
HKDC1 inhibitor – HKDC1 hexokinase inhibitors, primary screen, biochemical, fluorescence, uHTS; Q2TB90; recombinant HKDC1, G6PDH/diaphorase resazurin coupled fluorescence; inhibition, % at 20 µM; hit rate 0.16% among 340,000; AID 493160, 2011;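 active means inhibition above about 35% when tested at 20 µM, limit read from the data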;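 further: plate controls were DMSO wells with enzyme for no effect and DMSO wells lacking enzyme for full effect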
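Assay system: recombinant HKDC1 hexokinase; detection: coupled resazurin fluorescence, excitation 525 nm, emission 613 nm; benchmarks: DMSO-plus-enzyme-mix negative control, buffer-substituted positive control; compound dosing: single 20 µM dose; schedule: 90 min at room temperature in dark; also added: glucose plus 1 mM ATP as hexokinase substrates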
SENP8 block-1 – human SENP8 protease inhibitors, primary screen, biochemical, fluorescence, Nedd8 protein substrate, uHTS; Sentrin-specific protease 8 (Homo sapiens), Q96LD8; recombinant SENP8; inhibition, % at 20 µM; hit rate 0.64% among 360,000; AID 602440, 2012; in the data active means inhibition mostly above about 40%, no sharp cut-off; inactive means mostly below about 27%
Target sequence (Q96LD8 whole entry, looked up): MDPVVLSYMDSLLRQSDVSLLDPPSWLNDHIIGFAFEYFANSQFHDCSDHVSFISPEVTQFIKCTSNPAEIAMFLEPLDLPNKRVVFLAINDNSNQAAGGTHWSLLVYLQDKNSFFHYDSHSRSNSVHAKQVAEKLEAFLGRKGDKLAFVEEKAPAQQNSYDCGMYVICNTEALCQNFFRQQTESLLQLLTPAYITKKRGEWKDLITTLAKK
Apaf-1 inh – inhibitors of human Apaf-1 apoptosome, primary screen, biochemical, DEVD-Rh110 fluorescence, uHTS. AID 489030, 2010. hit rate 0.71% among 330,000. reconstituted apoptosome caspase-3 activity. inhibition, % at 20 µM. Apoptotic protease-activating factor 1 (Homo sapiens), O14727; active means inhibition of at least 40% at 20 µM;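 further: plate controls were DMSO wells for no effect and DEVD-CHO caspase inhibitor wells for full effect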
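Material: reconstituted apoptosome with Apaf-1, cytochrome c, caspase-9, procaspase-3, dATP / Buffer or medium: pH 7.5 Hepes buffer with CHAPS, BSA, DTT / Also added: cytochrome c with DEVD-Rh110 / Schedule: compound with Apaf-1, dATP, procaspase-3 30 min, then 50 min reaction, room temperature / Technique: rhodamine 110 fluorescence at Ex 480/Em 540 nm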
SENP8 block-2 – SENP8 protease inhibitors, primary screen, biochemical, luminescence. Sentrin-specific protease 8 (Homo sapiens), Q96LD8. purified SENP8, Z-RLRGG-aminoluciferin cleavage. inhibition, % at 10 µM. hit rate 1.2% among 330,000. AID 2540, 2010; in the data active means inhibition above about 50%
* marks the source's active call; other numbers are inactive results; x = no result given. Compounds were not picked by outcome; about 4.1% have a hit in one of these screens.

SMILES	NALP3 yeast inh	PfG6PD inh	SENP7 block	SENP1 inh	SENP6 inh	HKDC1 inhibitor	SENP8 block-1	Apaf-1 inh	SENP8 block-2
CC(=O)c1ccc(N2CCN(C(=S)Nc3ccccc3)CC2)cc1	5	10	1	-10	6	2	-166	6	6
Cc1cccn2c(=O)c3cc(C(=O)N(C)C)n(C)c3nc12	2	3	-3	-8	-3	0	-334	4	-2
CCN(CC)CCN1C(=O)C(=O)/C(=C(/O)c2ccccc2)C1c1ccccc1F (stereo not drawn)	6	-5	-5	1	-10	-8	9	6	-5
COc1ccc(C(C(=O)OC(C)CN(C)C)c2ccccc2)cc1 (stereo not drawn)	5	-8	3	1	0	-5	24	12	2
CCCOc1ccc(C(=O)Nc2nc(C)c(Cc3ccc4c(c3)OCO4)s2)cc1	10	-7	1	1	-1	-2	-37	11	2
Cc1cc(-c2ccco2)n(CC(=O)NCc2ccco2)n1	3	4	4	-1	-12	-3	7	4	-3
O=C(Nc1ccc(S(=O)(=O)NCC2CCCO2)cc1)c1ccc(Cl)cc1[N+](=O)[O-] (stereo not drawn)	21	-8	7	0	-3	2	12	4	-2
CC1(OCON)CCCc2ccccc21 (stereo not drawn)	8	-1	-7	3	-15	-4	13	6	-13
O=S(=O)(c1cc(C(F)(F)F)ccc1Cl)N1CCN(c2ccccn2)CC1	13	-4	7	0	-5	-4	16	-1	1
COc1ccc(S(=O)(=O)N2CCCCCC2)cc1C(=O)OCC(=O)NC(N)=O	10	-20	-8	2	1	2	10	-7	-4
CCCCNC(=O)CC(NS(=O)(=O)c1ccc(C)cc1)c1ccco1 (stereo not drawn)	10	-10	-3	1	-6	-7	2	3	0
O=C(CNC(=O)c1n[nH]c2ccccc12)Nc1ccc(F)c(F)c1F	7	1	5	-2	11	-1	12	-4	-4
Cc1ccc(NC(=O)C2=CCN(S(=O)(=O)c3ccc(F)cc3)CC2)c(C)c1	11	13	-3	-6	10	3	2	6	-15
COc1ccc(S(=O)(=O)N(CC(=O)Nc2ccc3c(c2)OCO3)c2ccccc2OC)cc1	0	8	-6	-4	-16	3	6	7	-7
Cc1cccc(/C=C2/SC(=O)N(Cc3ccccc3Cl)C2=O)n1	15	2	0	6	6	5	5	-9	-5
COC(=O)c1cccc(NC(=S)Nc2cc(Cl)ccc2OC)c1	25	4	6	2	-24	15	-108	-6	5
CC(C)CCN1CCC(n2nccc2NC(=O)c2ccc3c(c2)OCO3)CC1	-5	-3	0	-1	-4	-3	11	-7	0
COc1cc(/C=N/N2C(=O)C3C4C=CC(CC4)C3C2=O)ccc1O (stereo not drawn)	-12	-18	-5	0	12	3	-11	-2	-5
Cc1ccc(N2C(=N)/C(=C3/Nc4ccccc4S3)C(c3ccccc3)C2=O)cc1 (stereo not drawn)	x	23	x	-1	x	7	-61	x	x
CCN(c1ccccc1)S(=O)(=O)c1ccc(OC)c(NC(=O)CN(C)C)c1	-1	-16	3	5	2	-1	14	-24	1
CCN(CC)Cc1c(O)ccc2occ(C(=O)c3ccc(OC)cc3)c12	33	-13	-4	3	-10	-4	27	5	-11
O=C(Nc1nncs1)c1ccc(Br)c(S(=O)(=O)N2CCCC2)c1	-2	-37	-8	0	-17	1	17	0	3
CC(OC(=O)CC1Sc2ccccc2NC1=O)C(=O)N(C)Cc1ccccc1 (stereo not drawn)	x	20	x	-1	x	-4	-2	x	x
COc1ccc2c(Cl)c(C(=O)N/N=C/c3c(C)[nH]c4ccccc34)sc2c1	6	4	5	28	8	21	-17	-1	-7
CCCC(O)(c1ccc(OC)cc1)C(CN1CCOCC1)c1ccc(Cl)cc1 (stereo not drawn)	12	-7	1	2	4	3	8	25	3
COc1ccc(C(=O)COc2nc(C)cc(C)c2C#N)cc1	13	11	-6	-1	3	-9	6	-9	-5
Cc1nc(Cl)sc1C(=O)Nc1ccc(Cl)cc1	-6	13	16	0	-4	-9	12	-38	8
CCOC(=O)N1CCN(C(=O)c2cc3cc(Cl)ccc3[nH]2)CC1	11	-1	4	0	-8	-2	1	15	2
O=C(C(Cl)c1ccccc1)N1CCCC1 (stereo not drawn)	-13	-8	-1	1	19	-8	11	3	-2
Cc1ccccc1C(=O)Nc1ccccc1C(=O)N1CCC(C)CC1	1	-3	3	2	8	-1	-2	-6	7
C=CCC[C@H](Cc1ccc(F)cc1)C(=O)OC[C@H](Cc1c[nH]c2ccccc12)NC(=O)[C@@H](CC=C)CC(=O)N(CCO)Cc1ccccc1	22	23	-2	0	-15	1	7	22	0
CCCCn1c(Nc2ccc(OC)cc2)nc2ccccc21	19	5	7	1	-35	1	7	9	-16
COc1ccc2[nH]c(C(=O)Nc3ccccc3Cl)cc2c1	-3	-18	6	x	-36	2	x	-2	-25
CCOC(=O)c1c(-c2ccccc2)oc2ccc(OCC(=O)NN)cc12	28	-7	2	1	9	-1	-444	16	5
CCC(C(=O)NC(C)(C)C)N(C(=O)Cn1nnc(-c2ccccc2F)n1)c1cnc2ccccc2c1 (stereo not drawn)	18	-7	-1	-2	-39	-9	2	-8	1
CC12COC3(C(=O)Nc4cccnc4)CC1CCC32C (stereo not drawn)	3	8	-2	0	2	-4	20	12	-2
CCCCCCCNC(=O)C1(CC2CC(c3ccc(Cl)cc3)=NO2)CCN(C(=O)c2ccccc2)CC1 (stereo not drawn)	3	2	-3	0	-12	1	29	12	2
CCc1ccc(N2CC(C(=O)NC3=NCCS3)CC2=O)cc1 (stereo not drawn)	6	-5	9	1	0	-3	8	12	4
CCCCn1cnc2c1c(=O)[nH]c(=O)n2CCCC	-7	14	-13	-1	-14	3	-1	9	-1
O=C(Cc1ccccc1Cl)N1CCOCC1	18	-4	8	4	2	-5	2	-1	-7
CC1CC(N(C(=O)c2ccc(Cl)cc2)c2ccccc2)c2ccccc2N1C(=O)c1ccco1 (stereo not drawn)	-2	9	15	0	2	6	18	25	-7
CC1(C)CC(NC(=O)c2ccc(Cl)cc2)CC(C)(C)N1	5	-4	0	0	-21	-4	8	0	4
COc1ccccc1C(=O)N1CC(=O)Nc2ccc(F)cc2C1c1ccccc1 (stereo not drawn)	5	-4	-6	2	9	9	13	2	10
O=C(CCNC(=O)c1ccc([N+](=O)[O-])cc1)NCCC1=CCCCC1	4	5	-1	0	-6	35*	3	9	1
COc1ccc(CC(NC(C)=O)C(=O)NC2CCN(C(=O)c3cnccn3)CC2)cc1 (stereo not drawn)	-4	7	3	0	3	1	7	-2	2
Cc1ccc(S(=O)(=O)N(C)Cc2ccc(-c3nnco3)cc2)cc1	23	18	3	0	-1	-1	13	8	-4
COCCNC(=S)N(CCc1c(C)[nH]c2ccc(F)cc12)Cc1ccc(C)cc1	30	23	3	-79	-3	0	6	13	-7
N/C(Cn1cncn1)=N\NC(=O)C(=O)Nc1cccc(C(F)(F)F)c1	17	-4	0	1	-2	2	6	-7	-4
O=C(c1cnn2c1NC(c1ccco1)CC2C(F)(F)F)N1CCN(c2cccc(Cl)c2)CC1 (stereo not drawn)	6	10	-4	3	-5	0	8	21	-4
COc1ccc(C(C)(C)C)cc1NC(=O)CN1C(=O)C(=O)N(Cc2ccco2)C1=O	22	-12	-1	1	-5	2	6	4	-14
COC(=O)[C@]1(C)CCC[C@@]2(C)C3CC[C@@]4(C)C[C@]3(CCC21)CC(=O)N4C (stereo partly drawn)	19	-1	-7	1	-19	-1	24	9	-2
Nc1ncncc1-c1ccc(Cl)cc1	-2	0	-7	0	-7	-1	16	-12	-5
CCCNC(=O)C1CCC(CNS(=O)(=O)c2ccc3c(c2)N(C(C)=O)CCO3)CC1 (stereo not drawn)	5	5	-2	4	-15	-1	14	-9	-5
CCOc1ccc(-c2cnc3n2CCC3)cc1	16	-1	4	1	-11	-1	24	0	0
O=C(Nc1ccccc1)c1c2c(nc3ccccc13)CCCC2	-14	-5	-2	1	11	-2	14	-21	-3
Cc1ccc(NC(=O)COC(=O)/C=C/c2cccc(Cl)c2)cc1S(=O)(=O)N1CCOCC1	-3	1	-10	-1	-6	-5	33	20	-12

Given with two lines to a compound: part of the list above.
Under each structure – NALP3 yeast inh, PfG6PD inh, SENP7 block, SENP1 inh, SENP6 inh, HKDC1 inhibitor, SENP8 block-1, Apaf-1 inh, SENP8 block-2
- Cc1ccc(S(=O)(=O)N(C)Cc2ccc(-c3nnco3)cc2)cc1
    23, 18, 3, 0, -1, -1, 13, 8, -4
- COCCNC(=S)N(CCc1c(C)[nH]c2ccc(F)cc12)Cc1ccc(C)cc1
    30, 23, 3, -79, -3, 0, 6, 13, -7
- N/C(Cn1cncn1)=N\NC(=O)C(=O)Nc1cccc(C(F)(F)F)c1
    17, -4, 0, 1, -2, 2, 6, -7, -4
- O=C(c1cnn2c1NC(c1ccco1)CC2C(F)(F)F)N1CCN(c2cccc(Cl)c2)CC1 (stereo not drawn)
    6, 10, -4, 3, -5, 0, 8, 21, -4
- COc1ccc(C(C)(C)C)cc1NC(=O)CN1C(=O)C(=O)N(Cc2ccco2)C1=O
    22, -12, -1, 1, -5, 2, 6, 4, -14
- COC(=O)[C@]1(C)CCC[C@@]2(C)C3CC[C@@]4(C)C[C@]3(CCC21)CC(=O)N4C (stereo partly drawn)
    19, -1, -7, 1, -19, -1, 24, 9, -2
- Nc1ncncc1-c1ccc(Cl)cc1
    -2, 0, -7, 0, -7, -1, 16, -12, -5
- CCCNC(=O)C1CCC(CNS(=O)(=O)c2ccc3c(c2)N(C(C)=O)CCO3)CC1 (stereo not drawn)
    5, 5, -2, 4, -15, -1, 14, -9, -5
- CCOc1ccc(-c2cnc3n2CCC3)cc1
    16, -1, 4, 1, -11, -1, 24, 0, 0

Screening results: PubChem BioAssay, Sanford-Burnham Center for Chemical Genomics
